CendR NRP1 mod: modulators of CendR peptide binding to human neuropilin-1; inhibition, % at 25 µM; O14786; hit rate 0.85% among 360,000; FAM-RPARPAR peptide binding to NRP-1, fluorescence polarization;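 active means inhibition or corrected inhibition above about 18%, plus a signal ratio from 0.5 to 1.5, limit read from the data, passing the limit was not always enough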; further: strong numbers were not always called active
SKN-1 inh: C. elegans SKN-1 inhibition. C. elegans VP596 Pgst-4::GFP/RFP ratio, acrylamide-induced, 24 h. inhibition, % at 21.8 µM. hit rate 0.49% among 360,000;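 active means interference check ratio from 0.5 to 1.5 plus GFP to RFP signal ratio inhibition reaching or exceeding a fixed threshold, cut at about 30% in these data, passing the limit was not always enough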; further: some compounds called inactive have numbers as strong as hits
Neddylation inh: cullin neddylation inhibition; TR-FRET cullin neddylation, biochemical; calls only at 25 µM; hit rate 0.58% among 360,000; AID 651699; in the data active means inhibition above about 36%
Rin1 Abl inh: human Rin1-Abl interaction inhibition | P00519+Q13671 | TR-FRET Rin1/Abl binding, biochemical | inhibition, % at 7.35 µM | hit rate 0.4% among 360,000 | AID 588664; in the data active means inhibition above about 5%, passing the limit was not always enough
MsrA inhibitor: inhibits bovine methionine sulfoxide reductase A. hit rate 0.75% among 360,000. purified bovine MsrA, absorbance read-out. inhibition, % at 15.5 µM. AID 651718; in the data active means inhibition above about 4.5%;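 further: 0% = vehicle wells with enzyme and 100% = reference inhibitor wells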
MT1-MMP act inh: MT1-MMP (human) activation inhibition | P50281 | HT1080 RFP-PRO-GFP cells, GFP/RFP ratio fluorescence, overnight; percent of plate control window, DMSO zero | GFP/RFP ratio change, % at 20 µM | hit rate 0.061% among 360,000 | AID 651647;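 active means GFP/RFP ratio change of at least 30% with cell ATP level not reduced by more than half and red fluorescence within 50% of control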; further: strong numbers were not always called active
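system = RFP-PRO-GFP reporter HT1080 cells | dosing = 20 µM single dose, 1% DMSO | timing = overnight cell settling, then overnight compound exposure, 37 °C, 5% CO2 | read-out basis = GFP/RFP fluorescence ratio | controls = DMSO and RFP-L50D-GFP cell wells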
bovine MsrA act: activates bovine MsrA enzyme. AID 602163. hit rate 0.3% among 360,000. purified bovine MsrA, absorbance read-out. activation, % at 10.6 µM; in the data active means activation above about 7.5%;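 further: 0% = vehicle and 100% = reference activator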
eLon inh: inhibitors of E. coli Lon protease. P0A9M0. purified E. coli Lon protease, fluorescence polarization. inhibition, % at 7.94 µM. hit rate 0.42% among 360,000. AID 602123; in the data active means inhibition above about 13%, passing the limit was not always enough;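 further: 0% = enzyme with probe and DMSO and 100% = no enzyme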
FAS TE block: inhibitors of human fatty acid synthase thioesterase domain; P49327; recombinant FAS-TE, OMFH fluorogenic substrate, fluorescence endpoint; inhibition, % at 15 µM; hit rate 0.67% among 360,000; AID 602261;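 active means compounds whose normalised, plate-corrected inhibition of enzyme fluorescence in the single-dose primary screen is 50% or more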;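 further: 0% = DMSO with enzyme and 100% = substrate without enzyme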
* = called active by the depositor; i = inactive; / = no result given. This is a random part of the collection; 4.2% or so of the library scored in one or more.

SMILES | CendR NRP1 mod | SKN-1 inh | Neddylation inh | Rin1 Abl inh | MsrA inhibitor | MT1-MMP act inh | bovine MsrA act | eLon inh | FAS TE block
CC(C)N(C(=O)COC(=O)c1cc(Cl)cc(Cl)c1N)C(C)C | -4 | 9 | / | -4 | 0.2 | -2 | -2 | 5 | 13
Cc1cc(Cl)c(OCCOCCN2CCC(C)CC2)c(Br)c1 | 4 | -1 | i | 0 | -0.1 | 6 | -1 | 1 | -9
COc1cc2ccccc2cc1C(=O)N1CCCCC1 | 5 | 6 | i | -1 | 0.3 | -1 | -4 | -3 | -7
Cc1cc(C)n2nc(C(=O)NCc3ccco3)nc2n1 | 0 | -9 | i | -2 | -0.8 | -3 | -3 | -1 | -7
O=C(Nc1cc(-c2nc3ncccc3o2)ccc1Cl)c1ccc([N+](=O)[O-])o1 | -16 | 15 | i | 0 | -1.0 | -4 | 1 | 1 | -3
COc1ccccc1N/N=C1\COC(C)(C)CC1=O | 5 | 0 | i | -5 | 0.7 | 0 | -6 | 0 | -2
COc1ccc(-n2nc(C(=O)NCCCN3CCCC3=O)c3c4ccccc4n(C)c3c2=O)cc1Cl | 13 | 11 | i | 1 | / | -4 | -1 | 4 | -7
CCOc1ccc(CCNC(=O)COC(=O)c2n[nH]c3ccccc23)cc1OCC | -12 | 6 | i | 0 | -0.4 | 5 | -2 | -3 | -15
COc1ccc(N2C[C@H](CSC)[C@@H](CC(=O)Nc3ccccc3)C2=O)cc1 | -13 | 7 | i | 2 | 0.5 | 0 | -7 | 1 | 3
O=C(NCCN1CCOCC1)c1ccc(CS(=O)c2ccccc2Cl)o1 (centres undefined) | -8 | -10 | i | -2 | -0.9 | 1 | -8 | -6 | -2
CCCn1c(SCC(=O)Nc2ccccc2-c2ccccc2)nnc1-c1ccoc1C | -7 | 10 | i | -1 | -0.4 | -5 | -2 | 6 | 60*
CCOC(=O)c1oc2ccc3c(c2c1C)C(=O)CC1(CCN(C(=O)OCC)CC1)O3 | -18 | -11 | i | -2 | 0.0 | -4 | 2 | 3 | 9
COc1ccc(OC)c(C2C(C(=O)Nc3ccccc3OC)=C(C)Nc3nc(CCCO)nn32)c1 (centres undefined) | -9 | -4 | i | 2 | 0.6 | 1 | 0 | -1 | -7
Cc1sc2nc(SCC(=O)N3CCCC3)[nH]c(=O)c2c1C | -3 | -5 | i | 0 | 0.9 | 2 | 1 | 3 | -5
COC(=O)C1C(=O)C2=C(CC1C)NC(C)=C(C(=O)OC(C)C)C2c1ccc(OC)c(O)c1 (centres undefined) | -10 | -1 | i | -3 | 0.9 | -3 | -6 | 5 | -7
COc1ccccc1CCC(=O)Nc1ccc(S(=O)(=O)Nc2nccs2)cc1 | 4 | 9 | i | 0 | -0.5 | -3 | -1 | -10 | -7
Cc1cc(O)c(C(C)C)cc1N=Cc1ccccc1O | -68 | 2 | i | 0 | 0.5 | -7 | -3 | 2 | 2
COc1ccc(C2CC(C(F)(F)F)n3nc(C(=O)NCCCn4ccnc4)cc3N2)cc1OC (centres undefined) | -13 | -8 | i | 2 | 0.8 | -5 | -2 | -11 | -11
CC(C)C(=O)NC(=S)N1CCc2ccccc21 | -7 | 1 | i | -4 | 4.2 | -5 | 2 | 4 | -10
CC1(C)CC2(OC2c2ccccc2)C(=O)c2ccccc21 (centres undefined) | 5 | -15 | i | 2 | -1.1 | -4 | -2 | -1 | 4
CC(=O)Cc1nsc(Nc2ccc(F)cc2)n1 | -9 | 15 | i | 0 | 0.7 | / | 0 | 6 | -1
CCCCc1c(C)c2cc(C)ccc2[nH]c1=O | -5 | 15 | i | -1 | -0.7 | 4 | 0 | -10 | 1
CCOC(=O)CNC(=O)C1(NC(=O)CNC(=O)OCc2ccccc2)CCCC1 | 7 | 22 | i | 0 | 0.8 | -1 | 0 | 5 | -7
Cc1ccc2nc3c(cc(C(=O)NC4CCS(=O)(=O)C4)n3Cc3ccccc3)c(=O)n2c1 (centres undefined) | 2 | -18 | i | -6 | 1.6 | 1 | -3 | 3 | 1
Cc1c(C)n(Cc2ccccc2)c2ncnc(Cl)c12 | -7 | 11 | i | 2 | -1.7 | -8 | 3 | 0 | 15
Cc1ccc(OCC(=O)N2CCN(C(=O)c3ccc([N+](=O)[O-])cc3)CC2)cc1 | -2 | 4 | i | -2 | -1.1 | -1 | -7 | -2 | -5
NC(=O)c1ccsc1NC(=O)COC(=O)c1ccccc1NCc1ccco1 | -4 | 5 | / | -5 | -0.3 | 10 | -3 | 1 | 5
CCOC(=O)c1c(C)[nH]c(C(=O)COC(=O)C(C)N2C(=O)C3CCCCC3C2=O)c1C (centres undefined) | -9 | -10 | i | 4 | -0.6 | 7 | -2 | 6 | 1
CCNC(=O)n1nccc1C(C)Oc1ccc(Cl)cc1 (centres undefined) | 1 | 17 | i | -1 | -0.4 | 6 | -1 | 5 | 9
CCOc1ccc(/C(O)=C2/C(=O)C(=O)N(CCOCCO)C2c2ccc(F)cc2)cc1 (centres undefined) | 13 | -5 | i | -3 | 2.0 | -1 | -1 | -2 | -2
COc1ccccc1-c1cc(C(=O)NCc2ccc(F)cc2)no1 | -3 | 2 | i | -2 | / | 4 | -9 | -4 | 15
CC(=O)Nc1ccc(N2Cc3ccccc3C2)cc1 | -26 | 5 | i | 0 | -0.5 | -6 | -9 | -6 | -2
CCCCN1C(=O)C(CC(=O)NCc2cccc3ccccc23)CC(C(=O)N(C(C)C)C(C)C)=C1C (centres undefined) | -5 | -16 | i | / | -0.6 | 1 | -1 | -3 | 10
Clc1ccc(Nc2ncn[nH]2)c(Cl)c1 | -1 | -9 | i | 4 | -0.5 | 2 | -5 | 2 | -59
N#Cc1ccccc1Cn1cc(C#N)c2ccccc21 | 8 | -4 | i | 2 | 0.9 | 5 | -9 | 2 | 9
COc1cc([N+](=O)[O-])cc([N+](=O)[O-])c1NC(=O)N1CCOCC1 | -8 | 16 | i | -4 | 1.8 | 0 | -2 | 1 | 12
C[C@]12CCC(=O)C=C1[C@H](O)C[C@@H]1[C@@H]2[C@@H](O)C[C@@]2(C)[C@H]1CC[C@]2(O)C(=O)CO | 6 | 2 | i | 2 | -0.5 | 5 | -9 | -5 | -6
Nc1nnc(SCC(=O)NCCNC(=O)CSc2nnc(N)s2)s1 | 0 | 1 | i | 0 | 1.0 | -1 | 0 | -12 | -10
O=C(CN1C(=O)COc2ccccc21)NCCCN1CCN(c2ccccc2F)CC1 | 2 | 4 | i | 4 | -0.2 | 4 | -8 | -1 | -8
COc1ccccc1S(=O)(=O)Cc1ccc(C(=O)NC2CCCCC2)o1 | -2 | 1 | i | 3 | -0.2 | -1 | -9 | 1 | -7

Arranged by the number under MT1-MMP act inh (descending): four from the list above.
canonical_smiles	MT1-MMP act inh
N#Cc1ccccc1Cn1cc(C#N)c2ccccc21	5
CCCCN1C(=O)C(CC(=O)NCc2cccc3ccccc23)CC(C(=O)N(C(C)C)C(C)C)=C1C (centres undefined)	1
COc1cc([N+](=O)[O-])cc([N+](=O)[O-])c1NC(=O)N1CCOCC1	0
CC(=O)Nc1ccc(N2Cc3ccccc3C2)cc1	-6

3 of these compounds, reformatted.
Sequence of screens – CendR NRP1 mod, SKN-1 inh, Neddylation inh, Rin1 Abl inh, MsrA inhibitor, MT1-MMP act inh, bovine MsrA act, eLon inh, FAS TE block
- COc1cc([N+](=O)[O-])cc([N+](=O)[O-])c1NC(=O)N1CCOCC1
  -8, 16, i, -4, 1.8, 0, -2, 1, 12
- C[C@]12CCC(=O)C=C1[C@H](O)C[C@@H]1[C@@H]2[C@@H](O)C[C@@]2(C)[C@H]1CC[C@]2(O)C(=O)CO
  6, 2, i, 2, -0.5, 5, -9, -5, -6
- Nc1nnc(SCC(=O)NCCNC(=O)CSc2nnc(N)s2)s1
  0, 1, i, 0, 1.0, -1, 0, -12, -10

Next section.
SMILES | CendR NRP1 mod | SKN-1 inh | Neddylation inh | Rin1 Abl inh | MsrA inhibitor | MT1-MMP act inh | bovine MsrA act | eLon inh | FAS TE block
CN(C)c1ccc(C(=S)N2CCOCC2)cc1Br | 5 | 14 | i | -1 | -1.0 | -2 | -2 | 6 | -3
O=c1[nH]cccc1-c1nc2ccccc2n1Cc1ccc(F)cc1 | 4 | 2 | / | -1 | 0.7 | 1 | 15* | 0 | -3
CC1CC(C)CN(CCCNC(=O)c2ccc3c(c2)NC(=O)C(N2CCCCC2)S3)C1 (centres undefined) | -20 | 8 | i | 4 | 0.7 | 3 | -2 | -5 | -7
CCCc1ccc(NC(=O)C2CCN(c3cnccn3)CC2)cc1 | 16 | 10 | i | 2 | -0.9 | -3 | -2 | -12 | 2
CC1CCN(C(=O)COC(=O)c2ccc(=O)n(Cc3ccccc3)n2)CC1 | -5 | -18 | i | -4 | 0.0 | 1 | -1 | -3 | -3
CCCCOc1ccc(C(=O)N/N=C/c2cn[nH]c2-c2ccc(OC)c(OC)c2)cc1 | 0 | 2 | i | -1 | 1.1 | 1 | -5 | 2 | 6
C/C(Cn1cnc([N+](=O)[O-])n1)=N\NC(=O)c1ccccc1F | -2 | 12 | i | 0 | 0.5 | -1 | -1 | 8 | -8
CC(C)CC(=O)N(c1nnc(-c2cccnc2)s1)C1CCCC1 | 4 | 24 | i | 0 | -1.1 | -6 | -2 | -4 | 2
OC[C@H](O)[C@H](O)[C@@H](O)[C@@H](O)[C@@H]1SC(c2ccccc2)=NN1c1ccccc1 | 8 | 18 | i | -1 | -0.8 | -1 | -2 | 1 | -6
COc1ccc(C)cc1NC(=O)CN1CCN(S(=O)(=O)c2ccc(Cl)cc2)CC1 | 10 | -14 | i | -1 | -0.1 | 0 | -3 | -3 | 20
CC(=O)N1CCN(c2ccc(NC(=O)c3ccc4c(c3)OCCO4)cc2)CC1 | 6 | 1 | i | -1 | 0.1 | 5 | -6 | -4 | -1
CCC(/C=N/Nc1ccc(S(=O)(=O)N2CCCC2)cc1[N+](=O)[O-])CC | 10 | 12 | i | -2 | -1.0 | 14 | 3 | -9 | -7
Cc1nc([N+](=O)[O-])c(Sc2nc3ccccc3n2C)n1Cc1ccccc1 | -32 | 12 | i | -7 | -0.4 | -1 | -1 | -8 | -3
Cc1ccc(S(=O)(=O)/N=C/N(C)C)cc1 | 2 | 7 | i | -1 | -0.4 | 3 | -4 | -14 | -12
O=Cc1cn(-c2ccccc2)nc1-c1cc2ccccc2oc1=O | -6 | -10 | i | 0 | 0.3 | -3 | 6 | 2 | -4
COc1ccc(C(=O)Oc2ccc(/C=N/NC(=O)Cc3ccc([N+](=O)[O-])cc3)cc2)cc1 | 2 | -13 | i | -2 | 0.4 | -1 | 0 | 6 | -4
COc1ccccc1NS(=O)(=O)c1cc2c3c(c1)CC(=O)N3CCC2 | -1 | -2 | i | 0 | 0.4 | 2 | -4 | -5 | -16

4 entries from above, sorted by length of the SMILES, high to low:
SMILES | CendR NRP1 mod | SKN-1 inh | Neddylation inh | Rin1 Abl inh | MsrA inhibitor | MT1-MMP act inh | bovine MsrA act | eLon inh | FAS TE block
CCCCOc1ccc(C(=O)N/N=C/c2cn[nH]c2-c2ccc(OC)c(OC)c2)cc1 | 0 | 2 | i | -1 | 1.1 | 1 | -5 | 2 | 6
CCC(/C=N/Nc1ccc(S(=O)(=O)N2CCCC2)cc1[N+](=O)[O-])CC | 10 | 12 | i | -2 | -1.0 | 14 | 3 | -9 | -7
CC1CCN(C(=O)COC(=O)c2ccc(=O)n(Cc3ccccc3)n2)CC1 | -5 | -18 | i | -4 | 0.0 | 1 | -1 | -3 | -3
CC(C)CC(=O)N(c1nnc(-c2cccnc2)s1)C1CCCC1 | 4 | 24 | i | 0 | -1.1 | -6 | -2 | -4 | 2
